# Lipid droplet – modulators of hepatic lipid droplet formation; actives 0.4% (n = 240,000); inhibition, % at 6.5 µM; AML12 mouse hepatocytes, oleate lipid droplets, BODIPY imaging;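 active = lipid droplet intensity inhibited by at least 50%, with more than 500 cells counted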
#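 Assay system: AML12 mouse liver cells | Compound: 6.5 µM single-point dosing | Schedule: Overnight exposure | Technique: Fluorescence imaging, 20x objective, two fields per well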
# TNAP activation fold – stimulation of alkaline phosphatase TNAP activity – biochemical, luminescent, no phosphate acceptor, uHTS, primary screen (AID 1001); purified TNAP, luminescent activation assay, no phosphate acceptor; higher activation fold means a stronger effect; activation fold at 20 µM; hits with a dose series show EC50 in µM; actives 0.03% (n = 200,000); in the data active = activation fold from about 3, or a potency from the dose series; inactive = the rest, 99 in 100 with activation fold below about 1.6; also: many of its hits are not listed in these tables
# human PMI inhibitors – human PMI inhibitors, high substrate, primary screen, biochemical, fluorescence intensity, high mannose 6-phosphate (AID 1220). recombinant PMI enzyme, coupled fluorescence intensity; higher % means a stronger effect. inhibition, % at 20 µM; hits with a dose series show IC50 in µM. actives 0.66% (n = 190,000)
# K1F lysis inhibition – inhibition of K1F phage lysis, E. coli UTI89, bacterial capsule biogenesis inhibitors, alamar blue (AID 488966) | E. coli UTI89 K1F phage lysis, alamar blue, 2 h; higher % means a stronger effect | actives 0.02% (n = 340,000) | inhibition, % at 100 µM; hits with a dose series show IC50 in µM;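 active = phage lysis inhibition, versus mean bacterial control, above a set limit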;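 also: capsule biogenesis inhibitors block K1F phage lysis so surviving cells raise fluorescence; higher fluorescence means more inhibition of phage lysis; actives were called in the ten point dose series up to 300 µM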
# P. falciparum M1AAP – malaria alanyl aminopeptidase activity blockers – biochemical, fluorogenic H-Leu-NHMec substrate, 1536-well (AID 1445); actives 0.42% (n = 220,000); inhibition, % at 30 µM; hits with a dose series show IC50 in µM; recombinant M1AAP, H-Leu-NHMec fluorogenic kinetic assay; higher % means a stronger effect;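 active = primary inhibition above the hit cutoff, then over 50% inhibition at one or more dose response concentrations, cut at about 23% in these data, passing the limit was not always enough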;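 also: plate controls were DMSO full reaction for no effect and no enzyme background for full effect; strong numbers were not always called active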
# human PMI inhibition – MPI enzyme activity inhibition – biochemical, fluorescence intensity, coupled assay, primary screen (AID 1209) | actives 0.42% (n = 190,000) | inhibition, % at 20 µM, or IC50 in µM where a hit was titrated | purified PMI enzyme, coupled fluorescence intensity; higher % means a stronger effect;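 also: plate controls were DMSO vehicle for no effect and wells lacking substrate for full effect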
# CSM14.1 death rescue – protection against thapsigargin-triggered cell killing – 384-well, CSM14.1, ATP luminescence, primary screen (AID 1222); CSM14.1 thapsigargin-induced death rescue, ATP luminescence; higher % means a stronger effect; cellular ATP content (survival), % at 20 µM, or EC50 in µM where a hit was titrated; 190,000 tested, under 10 active;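 active = EC50 below 50 µM in the dose-response confirmation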;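 also: death triggered by thapsigargin at about 15 µM added after 2 h compound pretreatment; cell ATP read after overnight thapsigargin exposure of roughly 18 to 22 hours; normalized against plate controls of thapsigargin alone and 5% DMSO vehicle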
# Myeloid diff 2 – promotes myeloid progenitor differentiation. calls only at 10 µM. actives 1% (n = 360,000). ER-HoxA9 myeloid progenitors, lysozyme-GFP differentiation, flow cytometry. AID 624256;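 active = normalized GFP-positive differentiation at or above the plate's own cutoff, the solvent-only control mean plus 3 SD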;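 also: cells exposed to compound for four days before flow analysis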
# WT yeast gro inh – growth inhibition of WT yeast, mitochondrial fusion screen. mitochondrial fusion phenotypic screen, WT strain. inhibition, % at 10 µM. actives 2.1% (n = 190,000); in the data active = inhibition above about 58%; tested in S. cerevisiae
# WT yeast gro inh mutant strain – further read-out of WT yeast gro inh, marked with its call; inhibition, %; mitochondrial fusion phenotypic screen, mutant strain inhibition
# Lipid droplet cells 6.5 µM – recorded beside Lipid droplet, whose call it bears; cell count; measured here: cell count, cytotoxicity flag;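 cells counted across two imaged fields per well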
# Myeloid diff 2 GFP+ MAC1+ % – second read-out of Myeloid diff 2, no call of its own (marks repeat the call); GFP+ MAC1+ double positive, %; measured here: differentiation confirmed by MAC1 staining
# * = called active by the depositor; i = inactive; / = not tested or not shown; [ ] = remark or other dose. Rule as the data show it, unless noted: active = inhibition above about 50%; inactive = the rest. Random draw from the library. About 4.6% of those tested had a hit in this group.
# Below each compound – Lipid droplet	Lipid droplet cells 6.5 µM	TNAP activation fold	human PMI inhibitors	K1F lysis inhibition	P. falciparum M1AAP	human PMI inhibition	CSM14.1 death rescue	Myeloid diff 2	Myeloid diff 2 GFP+ MAC1+ %	WT yeast gro inh	WT yeast gro inh mutant strain
> COc1ccccc1-n1c(SCC(=O)N2CCCCC2)nnc1-c1ccccc1O
    /	/	1.1	5%	1.3%	10%	1%	1.1%	i	1.5	-15	-9
> O=C(O)CCCC(=O)NCCCCc1ccccc1
    /	/	1.1	0%	3.7%	-4%	-2%	/	i	5.1	6	25
> COc1cc(/C=N/OCC(=O)Nc2cc(C)on2)ccc1OCc1ccccc1
    -4	654	1	3%	1.4%[50 µM]	-2%	-4%	0.0%	i	1.2	5	-10
> CCC(C)(C)NC(=O)C(c1cccn1C)N(C(=O)Cn1nnc2ccccc21)c1ccc(F)cc1 (stereo unspecified)
    /	/	1.6	6%	0.6%	4%	5%	0.9%	i	0.6	9	16
> CC(C)(C)C(=O)Nc1ccc(N2CCN(S(C)(=O)=O)CC2)cc1
    0	728	1.1	4%	-0.7%	1%	-6%	-1.9%	i	0.2	-4	9
> COC(=O)CSc1nc(C(C)C)nc2ccccc12
    /	/	1.1	-5%	-0.5%	2%	-11%	-3.1%	i	2.0	-5	1
> O=C(Cn1c(-c2ccc(Cl)cc2)noc1=O)N1CCN(c2ccccc2F)CC1
    /	/	0.9	5%	0.1%	8%	2%	-2.0%	i	4.4	4	-6
> Cc1cccc(NC(=S)NCc2ccncc2)c1C
    2	580	1.1	14%	1.8%[50 µM]	-3%	7%	-1.4%	i	0.4	17	-5
> Cc1sc(NC(=O)COc2ccccc2)c(C#N)c1C
    14	738	1.1	25%	0.2%	2%	58%*	-0.6%	i	0.3	26	2
> COC(=O)CCSc1nccn1Cc1ccccc1
    17	741	1.1	-1%	-0.1%	4%	5%	-2.2%	i	0.7	26	5
> CCCn1c(=O)c2c(C(F)(F)F)cc(-c3ccco3)nc2n(CCC)c1=O
    -15	760	1.1	3%	0.3%	15%	4%	-2.6%	i	6.7	1	5
> Cc1sc(N)c(C#N)c1C
    1	603	1.1	-21%	-1.9%	1%	-17%	1.2%	i	0.1	18	19
> O=C1CC(c2ccccc2)n2nc(NS(=O)(=O)c3ccccc3)nc2N1 (stereo unspecified)
    -17	677	1	-7%	0.4%	0%	7%	-3.4%	i	0.4	-8	-8
> Cc1cccc(N2CC(C)Cn3c2nc2c3c(=O)n(CC(=O)OCc3ccccc3)c(=O)n2C)c1 (stereo unspecified)
    /	/	1.1	6%	8.0%	3%	-7%	3.8%	i	1.0	10	8
> Cc1cccc(N(Cc2ccccc2)C(=O)CCl)c1
    -12	445	1.1	-14%	0.8%	1%	-28%	-3.5%	i	2.5	-27	-9
> Cc1nc2ccccc2n1C(=O)c1ccc(Cl)cc1[N+](=O)[O-]
    -17	585	1.1	6%	1.0%[50 µM]	0%	14%	8.7%	i	0.3	-8	-7
> Cc1ccc(NC(=O)COC(=O)c2ccccc2Cl)cc1S(=O)(=O)N(C)C
    26	691	1.1	-3%	0.8%	4%	-1%	/	i	1.2	16	1
> Cc1occc1C(=O)N/N=C/c1sc(N2CCOCC2)nc1-c1ccccc1
    14	758	1.1	-4%	0.3%	7%	-12%	-1.3%	i	0.9	3	6
> CSCCC(NC(=O)C1CCC(C)CC1)C(=O)NCCN1CCOCC1 (stereo unspecified)
    /	/	1.1	15%	-0.5%	3%	17%	0.2%	i	1.5	-10	0
> C/C(=N\NC(=O)c1c(Br)c(C)nn1C)c1cccc(NC(=O)C2CCC2)c1
    /	/	1	-8%	0.3%[50 µM]	18%	-11%	2.0%	i	0.4	-15	-4
> O=S(=O)(Nc1ccc(N2CCCCC2)cc1)c1cccc2cccnc12
    20	653	1.1	14%	0.5%	2%	19%	-2.6%	i	0.9	-15	-19
> CCCCCC(=O)N/N=C/c1ccco1
    1	649	0.9	4%	0.0%	4%	10%	-2.6%	i	0.4	-4	-1
> CCOC(=O)c1cncc(C#CCO)c1
    -3	637	/	/	-1.3%	5%	/	/	i	0.3	/	/
> CC1(C)CC(=O)C=C(Nc2ccc(S(N)(=O)=O)cc2)C1
    7	835	1	-13%	7.6%	-5%	-7%	3.9%	i	7.3	10	-7
> O=C(CCNC(=O)c1ccccc1)Nc1cccnc1
    0	679	1.1	4%	3.1%	-1%	6%	-1.7%	i	1.0	-4	-6
> CCOC(=O)c1ccc(NC(=S)NCCc2ccc(F)cc2)cc1
    -5	749	1.1	7%	/	0%	12%	3.0%	i	0.4	54	35
> COc1ccc(C2(C(=O)Nc3ccc(C(=O)N4CCOCC4)cc3)CCOCC2)cc1
    /	/	1	-4%	5.6%	6%	-3%	-2.2%	i	1.6	0	4
> CCOc1ccc(C=O)cc1CN1CCCCC1
    6	829	1.1	-8%	-1.2%	4%	-9%	1.8%	i	0.3	-8	-11
> CC(C)CNc1nc2c(c(=O)n(C)c(=O)n2C)n1Cc1cccc(Br)c1
    18	677	1.1	10%	-0.1%	6%	12%	-0.8%	i	0.9	10	20
> C(=N\n1c2ccccc2c2ccccc21)/c1ccccc1
    -10	599	1	13%	4.0%	-2%	21%	-2.0%	i	0.3	-2	2

# An excerpt from above, showing only P. falciparum M1AAP, Lipid droplet cells 6.5 µM and TNAP activation fold:
molecule,P. falciparum M1AAP,Lipid droplet cells 6.5 µM,TNAP activation fold
CCC(C)(C)NC(=O)C(c1cccn1C)N(C(=O)Cn1nnc2ccccc21)c1ccc(F)cc1 (stereo unspecified),4%,/,1.6
CC(C)(C)C(=O)Nc1ccc(N2CCN(S(C)(=O)=O)CC2)cc1,1%,728,1.1

# The list continues.
mol	Lipid droplet	Lipid droplet cells 6.5 µM	TNAP activation fold	human PMI inhibitors	K1F lysis inhibition	P. falciparum M1AAP	human PMI inhibition	CSM14.1 death rescue	Myeloid diff 2	Myeloid diff 2 GFP+ MAC1+ %	WT yeast gro inh	WT yeast gro inh mutant strain
O=C(CSc1ccccc1C(=O)O)NC12CC3CC(CC(C3)C1)C2	-11	729	/	/	0.1%	12%	/	/	i	0.4	/	/
Cc1cc(NS(=O)(=O)c2ccc(NC(=O)NC(C)(C(F)(F)F)C(F)(F)F)cc2)no1	19	723	1.1	11%	7.2%	2%	14%	-4.0%	i	3.3	-6	-32
O=C(CCN1C(=O)/C(=C/C=C/c2ccccc2)SC1=S)Nc1nc2ccccc2s1	/	/	0.9	-2%	0.2%	5%	-4%	-0.1%	i	0.5	1	0
Cc1ccc(S(=O)(=O)N2CC=C(C(=O)NCc3ccc(F)cc3)CC2)cc1	/	/	1.1	2%	-3.7%	1%	1%	-3.1%	i	3.2	11	-15
CCN(CC)c1ccc(C(=O)OCc2cc(=O)oc3cc(O)ccc23)cc1	/	/	1	8%	2.4%	1%	5%	5.9%	i	0.6	-8	-7
COc1cc(C=C2C(=O)c3ccccc3C2=O)ccc1O	-2	667	/	/	-0.2%	13%	/	/	i	0.5	/	/
CCOC(=O)c1c(-c2ccccc2)csc1NC(=O)COc1ccc2c(C)cc(=O)oc2c1	-1	683	1	4%	2.5%	1%	8%	-1.7%	i	0.7	-2	-19
CN(C)CCN1C(=O)C(O)=C(C(=O)c2cc3ccccc3o2)C1c1ccc(N(C)C)cc1 (stereo unspecified)	10	597	1	17%	-2.2%	6%	15%	/	i	2.4	11	4

# An excerpt from above in order of their number in P. falciparum M1AAP, highest first.
SMILES	TNAP activation fold	human PMI inhibitors	P. falciparum M1AAP	human PMI inhibition	Myeloid diff 2 GFP+ MAC1+ %	WT yeast gro inh mutant strain
COc1cc(C=C2C(=O)c3ccccc3C2=O)ccc1O	/	/	13%	/	0.5	/
O=C(CSc1ccccc1C(=O)O)NC12CC3CC(CC(C3)C1)C2	/	/	12%	/	0.4	/
CN(C)CCN1C(=O)C(O)=C(C(=O)c2cc3ccccc3o2)C1c1ccc(N(C)C)cc1 (stereo unspecified)	1	17%	6%	15%	2.4	4
O=C(CCN1C(=O)/C(=C/C=C/c2ccccc2)SC1=S)Nc1nc2ccccc2s1	0.9	-2%	5%	-4%	0.5	0
Cc1cc(NS(=O)(=O)c2ccc(NC(=O)NC(C)(C(F)(F)F)C(F)(F)F)cc2)no1	1.1	11%	2%	14%	3.3	-32
CCN(CC)c1ccc(C(=O)OCc2cc(=O)oc3cc(O)ccc23)cc1	1	8%	1%	5%	0.6	-7

# (more compounds)
mol	Lipid droplet	Lipid droplet cells 6.5 µM	TNAP activation fold	human PMI inhibitors	K1F lysis inhibition	P. falciparum M1AAP	human PMI inhibition	CSM14.1 death rescue	Myeloid diff 2	Myeloid diff 2 GFP+ MAC1+ %	WT yeast gro inh	WT yeast gro inh mutant strain
CC(=O)C1=C(O)C(=O)N(C2CCCCC2)C1c1ccccc1 (stereo unspecified)	-3	776	1.1	-8%	-0.5%	10%	-1%	-1.8%	i	0.9	1	1
CCOC(=O)N1CCC2(CC1)C(C(=O)C13CC4CC(CC(C4)C1)C3)C2(C#N)C#N (stereo unspecified)	6	811	1.1	9%	0.0%	-1%	19%	-1.5%	i	0.9	1	10
CC1=C(C(=O)Nc2ccccc2)C(c2ccccc2)N2C(=O)CSC2=N1 (stereo unspecified)	/	/	1.1	9%	0.7%	-7%	6%	-0.8%	i	1.0	44	5
Cc1ccc(C)c(NC(=O)C(=O)NCCCN2CCOCC2)c1	2	723	1.1	-10%	-0.8%	-8%	-12%	-2.1%	i	0.0	8	13
CC(C)Cn1c(CN(C)Cc2ccccc2)nc2c1c(=O)n(C)c(=O)n2C	-1	660	1.1	14%	2.1%	-3%	14%	-4.6%	i	5.8	9	20
COc1ccccc1NC(=O)CC(=O)CSc1nnc(-c2ccc(C)cc2)n1C	/	/	1.1	-3%	0.1%	8%	-6%	1.2%	i	0.3	12	15
CN(C)CCCNc1ncnc2sc(-c3ccccc3)cc12	2	643	/	/	0.2%	5%	/	/	i	1.0	/	/
COc1cc(OC)c(OC)cc1CN1CCCC(C(=O)N2CCCCC2)C1 (stereo unspecified)	/	/	1	9%	0.0%	7%	11%	0.5%	i	1.7	-13	-18

# Screening data: PubChem, several laboratories
